# Assay outcomes: PubChem BioAssay, Sanford-Burnham Center for Chemical Genomics
# hIAP act: human IAP activation; P09923; purified human IAP, CDP-Star luminescence, 30 min; active compounds read high; 1 = vehicle-only enzyme, 0 = enzyme-free background; activation factor at 10 µM; 330,000 tested, 0.16% active;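 active = activation factor of the enzyme at least 2-fold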; also: the source names both 10 and 20 µM as test concentration; values of inactives mirror those of a sister screen read the other way
# SENP8 block: blocks human SENP8 cleavage of Nedd8 substrate; Q96LD8; recombinant SENP8, Nedd8 substrate fluorescence; inhibition, % at 20 µM; 360,000 tested, 0.64% active; AID 602440; in the data active = inhibition mostly above about 40%, no sharp cut-off; inactive = mostly below about 27%
# NR3A LBD binder: NR3A (human) ligand-binding domain modulation. NR3A LBD differential scanning fluorimetry, Tm shift; 0% = protein alone, 100% = glycine-bound protein. Tm shift relative to glycine control, % at 25 µM. 340,000 tested, 2.5% active;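 active = melting temperature shift of at least 10% of the positive control shift, at one fixed dose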
# ATG4B inhibitor: blocks human ATG4B protease cleavage of LC3 substrate; inhibition, % at 8.33 µM; Q9Y4P1; ATG4B cleavage of LC3-PLA2, NBD-HPC fluorescence, 1 h; 340,000 tested, 0.51% active; AID 504462; in the data active = inhibition above about 40%
# Target sequence (Q9Y4P1 whole entry, looked up): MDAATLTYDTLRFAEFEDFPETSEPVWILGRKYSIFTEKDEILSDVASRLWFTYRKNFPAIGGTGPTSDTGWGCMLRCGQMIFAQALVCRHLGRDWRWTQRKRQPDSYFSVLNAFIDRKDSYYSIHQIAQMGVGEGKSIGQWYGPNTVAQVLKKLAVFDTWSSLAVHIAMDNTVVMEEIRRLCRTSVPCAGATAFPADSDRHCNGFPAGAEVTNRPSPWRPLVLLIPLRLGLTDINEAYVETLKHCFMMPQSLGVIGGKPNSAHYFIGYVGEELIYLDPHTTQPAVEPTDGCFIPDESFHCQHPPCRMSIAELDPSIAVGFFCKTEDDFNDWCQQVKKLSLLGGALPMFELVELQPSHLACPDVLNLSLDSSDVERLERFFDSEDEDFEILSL
# MPTP block: inhibitors of mitochondrial permeability transition pore; isolated mouse mitochondria, Ca2+ swelling absorbance, 30 min; inhibition, % at 10 µM; 360,000 tested, 1.4% active;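 active = inhibition of 50% or more, scaled per plate between neutral and stimulator controls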;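 also: 0% = DMSO wells given calcium and 100% = 1 mM EGTA wells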
# SENP6 block: inhibitors of human SENP6 protease; Q9GZR1; inhibition, % at 10 µM; AID 2599; Recombinant SENP6 catalytic domain, aminoluciferin luminescence; 330,000 tested, 1.8% active;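 active = inhibition above about 50% at the single tested dose, limit read from the data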;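 also: plate controls were DMSO wells with enzyme for no effect and DMSO wells lacking enzyme for full effect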
# Target sequence (Q9GZR1 628-1112 limits assumed): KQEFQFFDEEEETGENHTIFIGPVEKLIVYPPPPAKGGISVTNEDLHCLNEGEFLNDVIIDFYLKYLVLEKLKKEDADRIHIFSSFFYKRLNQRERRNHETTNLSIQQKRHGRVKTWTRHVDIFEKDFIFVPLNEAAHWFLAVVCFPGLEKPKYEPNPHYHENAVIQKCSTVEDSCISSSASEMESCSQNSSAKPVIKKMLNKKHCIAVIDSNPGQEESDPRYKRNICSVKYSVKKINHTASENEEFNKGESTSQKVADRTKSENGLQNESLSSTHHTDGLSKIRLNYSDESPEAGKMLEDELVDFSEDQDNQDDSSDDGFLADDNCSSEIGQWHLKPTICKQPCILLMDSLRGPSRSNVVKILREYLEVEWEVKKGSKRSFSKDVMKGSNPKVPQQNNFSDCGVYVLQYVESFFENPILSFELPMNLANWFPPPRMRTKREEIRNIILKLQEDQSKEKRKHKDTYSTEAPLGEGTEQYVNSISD
# PfGluPho inh: PfG6PD (Plasmodium falciparum) enzyme inhibition. inhibition, % at 20 µM. 350,000 tested, 0.78% active. AID 504690. PfGluPho enzyme, NADPH resazurin-diaphorase fluorescence;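 active = inhibition reaching at least a set limit at 20 µM in the primary screen, cut at about 59% in these data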;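 also: 0% = DMSO wells with substrate and 100% = DMSO wells lacking glucose-6-phosphate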
# SENP1 FRET inh: inhibitors of human SENP1 SUMO protease catalytic domain. recombinant SENP1 catalytic domain, CyPet-SUMO1-YPet FRET cleavage. 360,000 tested, 0.21% active. Q9P0U3. inhibition, % at 10 µM;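 active = inhibition at least 30% at 10 µM, raw YFP signal under a set limit, fluorescence ratio 0.5 to 1.5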;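 also: 0% = enzyme with DMSO and 100% = no enzyme wells; some results filed as inactive read as strong as hits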
# Target sequence (Q9P0U3 419-644 limits assumed): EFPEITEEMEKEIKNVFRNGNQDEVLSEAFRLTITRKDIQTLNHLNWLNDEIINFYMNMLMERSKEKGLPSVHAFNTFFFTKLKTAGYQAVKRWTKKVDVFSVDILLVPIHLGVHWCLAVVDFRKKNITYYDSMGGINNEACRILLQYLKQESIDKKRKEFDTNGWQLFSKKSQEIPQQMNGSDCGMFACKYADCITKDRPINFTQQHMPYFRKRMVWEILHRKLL
#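 Test system: human SENP1 catalytic domain; medium: Tris pH 8 buffer plus EDTA, NaCl, BME, BSA, NP40, catalase; incubation: 50 min reaction at room temperature; technique: FRET, CFP and YFP emission; controls: no-enzyme low control and enzyme-plus-DMSO high control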
# Starred values were filed as active, the others as inactive; . = no result given.
# The first seven entries, ahead of the listing:
SMILES,hIAP act,SENP8 block,NR3A LBD binder,ATG4B inhibitor,MPTP block,SENP6 block,PfGluPho inh,SENP1 FRET inh
CC(C)CNc1nc(NC(C)(C)C)nc(Oc2ccc(=O)[nH]n2)n1,1,8,0,1,1.2,7,-7,-1
Cc1cccc(OCCNC(=O)c2cccc(Oc3ccc(C(F)(F)F)cc3[N+](=O)[O-])c2)c1,1.2,16,-5,-3,38,5,9,1
Cc1cccc(NC(=S)N=Nc2c(O)n(CN3CCOCC3)c3ccccc23)c1C,1.4,18,0,5,6.5,-13,-15,6
Cn1c(=O)oc2cc(S(=O)(=O)Nc3cccc(F)c3)ccc21,1.2,-1,0,4,-1.2,-11,-9,1
COc1cc2[nH]c(=S)nc(NCc3ccccc3)c2cc1OC,0.99,-11,-1,-7,-1.2,9,23,-3
CCOc1ccccc1CN1CCNC(=O)C1CC(=O)N(C)CCc1ccccn1 (stereo not drawn),1.1,-6,1,-2,-0.4,7,10,-10
COc1ccc(C(=O)COC(=O)c2cc(=O)c3ccccc3o2)cc1,0.92,4,-3,5,-2.7,3,-11,-2

# The list itself (from the top)
SMILES,hIAP act,SENP8 block,NR3A LBD binder,ATG4B inhibitor,MPTP block,SENP6 block,PfGluPho inh,SENP1 FRET inh
CC(C)CNc1nc(NC(C)(C)C)nc(Oc2ccc(=O)[nH]n2)n1,1,8,0,1,1.2,7,-7,-1
Cc1cccc(OCCNC(=O)c2cccc(Oc3ccc(C(F)(F)F)cc3[N+](=O)[O-])c2)c1,1.2,16,-5,-3,38,5,9,1
Cc1cccc(NC(=S)N=Nc2c(O)n(CN3CCOCC3)c3ccccc23)c1C,1.4,18,0,5,6.5,-13,-15,6
Cn1c(=O)oc2cc(S(=O)(=O)Nc3cccc(F)c3)ccc21,1.2,-1,0,4,-1.2,-11,-9,1
COc1cc2[nH]c(=S)nc(NCc3ccccc3)c2cc1OC,0.99,-11,-1,-7,-1.2,9,23,-3
CCOc1ccccc1CN1CCNC(=O)C1CC(=O)N(C)CCc1ccccn1 (stereo not drawn),1.1,-6,1,-2,-0.4,7,10,-10
COc1ccc(C(=O)COC(=O)c2cc(=O)c3ccccc3o2)cc1,0.92,4,-3,5,-2.7,3,-11,-2
COc1ccc(C(=O)C2CCCN(C(=O)c3ccccc3C(C)=O)C2)cc1F (stereo not drawn),0.94,8,0,1,2.9,-4,-1,1
COc1cc(NC(=O)COC(=O)CO/N=C(\C)c2ccc3c(c2)OCO3)cc(OC)c1,0.86,-1,-4,0,0.4,-9,-7,1
CCC(C)NCC(=O)Nc1ccc(S(N)(=O)=O)cc1 (stereo not drawn),1,10,0,-10,-1.0,-24,16,0
O=C(O)CCn1c(=O)c2ccccc2c2ccccc2c1=O,1,15,-2,-4,-1.9,-5,-13,2
CCOc1ccc2nc(SC3CC(=O)N(c4cccc(OC)c4)C3=O)sc2c1 (stereo not drawn),1,12,-3,-16,2.7,-2,3,2
CNc1nnc(-c2ccco2)s1,1.1,-7,1,7,2.1,-10,-12,4
COc1ccc(C(=O)N2CCN(S(=O)(=O)c3ccccc3)CC2)c(OC)c1,0.87,19,0,8,0.2,-10,8,0
CCN(CC)C(=O)C1CCCN(Cc2ccc(N(C)C)cc2)C1 (stereo not drawn),1.1,18,-1,3,0.0,11,-18,3
O=C1OC[C@H]2CCCC[C@@H](CO)ON12,.,9,1,-7,-0.6,.,15,0
CC(=O)c1ccc(NC(=O)C(C)Sc2nnc3ccccn23)cc1 (stereo not drawn),0.99,-49,-1,-2,1.0,-4,2,2
CCCCC(CC)C(=O)O (stereo not drawn),0.97,-2,1,-32,-0.2,12,-7,3
COC(=O)C1(CO)NC(c2ccc(C)cc2)C2C(=O)N(c3ccccc3)C(=O)C21 (stereo not drawn),1.1,16,0,-1,-0.8,17,11,9
Cc1cccc(OCC(=O)N(C)c2c(N)n(Cc3ccccc3)c(=O)[nH]c2=O)c1C,1,7,0,-9,-0.8,-1,9,1
COc1ccc(-c2c(C#Cc3ccsc3)c3cc(-c4ccc(OC)nc4)ccc3n2C)cc1,0.87,-471,3,-2,0.8,0,11,1
COCCNc1nnc(SCC(=O)c2cc(C)n(C3CC3)c2C)s1,.,12,.,.,0.6,.,-4,2
O=C(CSc1ccc(-c2ccc(F)cc2)nn1)NC1CCCCC1,1.1,12,-3,-3,-1.1,-12,0,2
O=C(c1cc2cc(Br)ccc2o1)N1CCCCC1,1.1,7,3,1,0.7,-12,20,1
CC(C(=O)Nc1ccc(Br)cc1)N(C)CC(=O)NCc1ccco1 (stereo not drawn),.,0,0,-3,-2.3,.,6,-1
# Next records
SMILES,hIAP act,SENP8 block,NR3A LBD binder,ATG4B inhibitor,MPTP block,SENP6 block,PfGluPho inh,SENP1 FRET inh
CS(=O)(=O)c1ccc(Cl)c(NC(=O)C2CCCCN2S(=O)(=O)c2ccccc2)c1 (stereo not drawn),0.99,18,-1,-5,-1.5,-10,3,0
Cn1c(=NC(=O)c2ccco2)sc2cccc(F)c21,0.81,-469,0,-6,0.0,38,-1,-22
CCOC(=O)c1sc(NC(=O)C(CC)Sc2nc3ccccc3[nH]2)nc1C (stereo not drawn),1.4,0,1,-13,47,-12,-10,2
CCOc1ccc(C(=O)OCC(=O)NCC2CCCO2)cc1 (stereo not drawn),1.1,7,3,-7,-2.3,13,6,2
O=[N+]([O-])c1ccc(C[n+]2ccccc2)cc1,1.2,15,2,8,1.1,-7,-8,2
Cc1ccc(N2CC(NS(=O)(=O)c3cccs3)CC2=O)cc1C (stereo not drawn),0.96,4,1,5,-3.0,3,-6,1
N#Cc1c(N)n(-c2ccc(N)cc2)c2nc3ccccc3nc12,1.1,-22,0,-12,1.7,2,-15,-3
Cc1cc(Br)cnc1NC(=S)Nc1ccc(F)cc1F,0.99,13,1,13,-0.5,-5,3,2
Cn1nc(C(F)(F)F)cc1Oc1ncc(C(F)(F)F)cc1Cl,1,9,-3,1,-0.6,-4,-11,1
O=C(NNC(=O)c1ccccc1F)c1ccco1,1.2,8,1,-9,0.5,9,2,-7
O=C(CN1C(=O)NC2(CCCCCC2)C1=O)NC1CC1,0.92,23,-1,6,-1.5,14,-15,4
Cc1nn(-c2ccccc2)c2sc(-c3n[nH]c(=S)o3)cc12,1.3,-290,-7,2,12,23,-10,-8
CN(C)c1nc(N)nc(N(c2ccccc2)c2ccccc2)n1,0.86,14,-1,-6,1.1,7,-8,-1
CCOC(=O)NC(=O)/C(C=Nc1ccc(Cl)c(Cl)c1Cl)=C(\C)O,1.2,-3,1,7,3.5,11,-1,2
COc1ccc(OCc2nc(N)nc(Nc3ccccc3)n2)cc1,0.96,14,1,-12,0.0,-5,9,1
COc1ccc(C(=O)Cn2c(=N)n(C)c3ccccc32)cc1,1.1,8,1,-8,-0.1,-18,6,1
CCOc1ccc(CN(C)C(=O)CNC(=O)c2cc(OC)c(OC)c(OC)c2)cc1,1.3,13,0,-7,-0.8,-22,2,0
CC(=O)Nc1cccc(C(=O)NN2C(=O)NC3(CCC(C)CC3)C2=O)c1 (stereo not drawn),.,8,.,.,-2.8,.,-11,0
COc1ccc(OC)c(N2C(N)=C(C#N)C(c3ccc(OC)c(O)c3)C3=C2CC(C)(C)CC3=O)c1 (stereo not drawn),0.85,.,-4,-6,.,-7,14,.
Cc1cccc(CN2CCC(CNC(=O)CCNC(=O)Cn3ccc4ccccc4c3=O)CC2)c1,1.1,-23,1,-11,-0.4,-8,-4,1
COC(=O)[C@@]1(C)[C@H]2C(=O)N(Cc3ccccc3)C(=O)[C@H]2[C@H]2CN=C(SCc3ccccc3)N21,.,0,4,.,-0.8,.,10,-3
CCOCCCNC(=O)c1ccc2c(c1)ncn2C1CCCC1,0.83,-5,2,-7,-2.2,-28,1,3
O=C(NCCCn1ccnc1)c1cc(Br)c(Br)s1,0.89,7,0,-4,0.3,-17,11,3
CCOc1ccc(CN(Cc2ccco2)C(c2cccs2)c2nnnn2C(C)(C)C)cc1 (stereo not drawn),0.97,14,0,-7,2.6,7,3,-1
CCS(=O)(=O)c1ccc(C(=O)NC)c(Cl)c1Cl,1.1,10,-1,4,1.8,6,-13,1
# Next section
SMILES,hIAP act,SENP8 block,NR3A LBD binder,ATG4B inhibitor,MPTP block,SENP6 block,PfGluPho inh,SENP1 FRET inh
COc1ccccc1CNS(=O)(=O)CC12CCC(CC1=O)C2(C)C (stereo not drawn),1.3,12,3,-10,-0.6,-41,15,-2
CC(CCc1ccccc1)NC(=O)CCC1CCCC1 (stereo not drawn),1.1,18,0,-7,4.7,-8,-7,1
Cc1cc(C(=O)Nc2nccs2)c2cc(F)ccc2n1,1.1,26,1,0,0.8,-2,-2,4
CCN(CC(=O)Nc1ccc(OC)cc1)C(=O)CSCC(=O)Nc1ccc(C)cc1,1.1,6,0,4,-0.9,-1,1,1
CC1CC2=C(C(=O)O1)C(c1ccc(Cl)cc1)Nc1ccccc1N2 (stereo not drawn),0.89,9,0,2,0.5,3,-6,1
CC(=O)C1=C(O)C(=O)N(c2ccc(S(N)(=O)=O)cc2)C1c1cccc([N+](=O)[O-])c1 (stereo not drawn),0.95,21,0,-1,-0.9,-12,-5,3
COc1cc2cc(C(c3nnnn3Cc3ccc(F)cc3)N3CCCCCC3)c(=O)[nH]c2cc1OC (stereo not drawn),0.93,-320,-1,-3,0.1,-1,15,-32
Cc1ccc[n+](C(C)C(=O)Nc2ccc([N+](=O)[O-])cc2C)c1 (stereo not drawn),1,30,0,-6,0.2,5,3,0
Cc1ccc(S(=O)(=O)N2CCN(C(=O)CSc3ccc(Cl)cc3)CC2)cc1,1.3,12,-1,-23,-1.8,-50,13,0
Cc1ccc(NC(=S)NNC(=S)Nc2cccc(C(F)(F)F)c2)cc1,1.4,4,34*,11,73*,-88,29,1
O=C(COc1ccc(Br)cc1CO)Nc1ccc(F)cc1,1.3,41*,-2,-8,0.5,-16,-17,-2
CC(=O)Nc1ccc(Nc2c([N+](=O)[O-])cc(S(C)(=O)=O)cc2[N+](=O)[O-])cc1,0.94,29,1,0,-1.6,-29,26,2
CCOC(=O)C1CCN(S(=O)(=O)c2cccc(-c3csc(C)n3)c2)CC1,0.93,22,-2,4,3.0,-15,-4,4
CCN(CC)C(=O)C(=O)c1cc(C)n(-c2ccc(F)cc2)c1C,1,7,-1,-6,0.3,-3,4,1
CCOC(=O)C1C(c2cc(OC)c(OC)c(OC)c2)NC(=S)NC1(O)C(F)(F)F (stereo not drawn),1,9,-2,-5,-2.2,-10,-2,1
c1ccc(CCNc2nc(-c3ccncc3)cs2)cc1,0.94,-144,-9,-10,-0.1,-22,-6,2
O=C(Nc1c(F)cccc1F)c1cnc(N2CCN(c3ccccn3)CC2)c2ccccc12,0.81,-129,1,17,3.2,-3,21,2
CCOC(=O)N1CCN(C(=O)CSc2nnc(COc3ccccc3)o2)CC1,1,12,-1,1,-0.2,11,-7,0
Cc1ccc(NC(=O)CCN2CC(C)OC(C)C2)cc1C (stereo not drawn),1.1,4,2,-4,-1.0,-6,12,1
COc1ccc(Cl)cc1NC(=O)CC1S/C(=N/N=C2CCCCCC2)NC1=O (stereo not drawn),1.1,11,-5,12,-1.5,8,-11,-1
CCN(C(=O)C1CCCN(c2ncnc3c2nc2n3CCCCC2)C1)c1cccc(Cl)c1 (stereo not drawn),1.2,0,-3,1,-2.2,-13,2,1
Cc1[nH]nc(-c2cccnc2)c1N=NN(C)C,.,9,2,-5,-0.9,.,16,1
CCOCCCNC(=O)CCN1C(=O)c2ccccc2Sc2ncccc21,1.1,19,-1,-6,-0.2,-2,10,-1
CC(=O)NS(=O)(=O)c1ccc(NC(=O)/C=C/c2cn(-c3ccccc3)nc2-c2ccccc2)cc1,0.88,-116,7,18,10,-6,-4,0
CC1(C)CC(=O)c2cnc(NC3CC3)nc2C1,1.2,-4,-2,1,-0.3,-9,-12,0
Cn1cc(Br)c(-c2cccc(NC(=O)CC(C)(C)CC(=O)O)c2)n1,1,22,-3,1,4.0,-24,-20,2
Cn1c(SCC(=O)c2ccc(O)c(O)c2)nnc1-c1ccccc1,0.99,20,-1,-5,0.4,0,-14,2
